High-throughput results deposited in PubChem BioAssay by National Center for Advancing Translational Sciences (NCATS).
FEN1 inhibitor: human FEN1 inhibition; 390,000 compounds, 0.35% hits; AID 588795; Potency, µM (top dose mostly 114 µM), for inactives: at the highest dose activity change, negative = inhibition, usual class: inhibitors; Recombinant FEN1 flap cleavage, fluorescence, 15 min; also: nearly all actives have a fitted effect of over 65% in size
Target sequence (P39748 whole entry, looked up): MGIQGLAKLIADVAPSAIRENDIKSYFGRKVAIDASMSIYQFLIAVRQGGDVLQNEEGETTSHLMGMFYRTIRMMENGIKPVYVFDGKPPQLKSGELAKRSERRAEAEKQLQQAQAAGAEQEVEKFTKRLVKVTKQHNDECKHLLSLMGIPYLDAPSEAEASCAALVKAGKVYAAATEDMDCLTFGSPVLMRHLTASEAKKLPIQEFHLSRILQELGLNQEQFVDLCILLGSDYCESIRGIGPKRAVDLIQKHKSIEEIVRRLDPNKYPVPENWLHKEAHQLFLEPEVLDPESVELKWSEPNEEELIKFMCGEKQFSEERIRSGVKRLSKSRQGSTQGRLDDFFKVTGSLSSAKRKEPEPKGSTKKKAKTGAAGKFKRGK
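FEN1 at 10 nM preincubated with compounds 15 min at room temperature, then flap DNA substrate added at 50 nM final. Signal read at 0 and 15 min; concentration-response fitted with four-parameter Hill equation.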
TDP1 cell CPT: DT40-hTDP1 cell growth loss with CPT; chicken DT40 Tdp1-/-;hTDP1 cells + 20 nM CPT, ATP luminescence, 48 h; Potency, µM (titrated, usually from 46.2 µM), for inactives: at the highest dose activity change, negative = growth inhibition, most hits filed as inhibitors; 420,000 compounds, 12% hits; also: nearly all actives have a fitted effect of over 55% in size
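Chicken DT40 Tdp1-/- cells stably complemented with human TDP1 were seeded at 400 cells/well in medium containing 20 nM camptothecin, exposed to pin-transferred compounds, and grown at 37 °C for at least 48 hr. Viability was read as ATP luminescence.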
N370S GC mod: inhibits or activates N370S mutant glucocerebrosidase; 330,000 compounds, 0.092% hits; N370S GC spleen homogenate, 4MU-glucoside fluorescence; AID 2101; Potency, µM (top dose mostly 59.4 µM), inactives show at the top dose activity change, negative = inhibition, hits mostly inhibitors;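 also: 0% = full enzyme activity and -100% = no enzyme basal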
Numbers without * were called inactive; u = inconclusive; x = no result given; & = joins results of further samples; [ ] = another dose, or the depositor's remark. Calls follow the shape of the dose curve; as a rule, active = well fitted curve in the direction sought with a large enough effect; inconclusive = small, poorly fitted or top-dose-only effect, or another doubt; inactive = no such curve, though single readings can be large; an effect the other way counts as inactive or inconclusive. Unless noted, % is scaled to controls: 0 for no effect and ±100 for the full control effect; potency is read from the fitted curve at half-maximal effect.

SMILES	FEN1 inhibitor	TDP1 cell CPT	N370S GC mod
COc1cc(/C=N/NC(=O)CCC(=O)Nc2ccc(F)cc2)ccc1O	5%	9%	-7%
OC(c1ccccc1)C1CN(Cc2ccccc2)CCC1(O)c1ccccc1 (stereo not drawn)	-1%	u	1%
Cc1ccc(C(=O)NC2CCCCCCC2)c(Cl)c1	3%	0%	-4%
O=C(NC1CCCCCC1)c1ccc2c(c1)sc1nc(-c3ccccc3)cn12	3%	9.2µM*	x
O=C1CCCCN1CCCC(=O)N1CCCC(Nc2ccccc2)C1 (stereo not drawn)	0%	-15%	-3%
Cc1cccc(C)c1NS(=O)(=O)c1ccc(OCCNS(C)(=O)=O)cc1	3%	-5%	-1%
O=C(Nc1nnc(-c2cc(Cl)ccc2Cl)o1)c1ccco1	12%	u	-10%
COc1ccc(CCNC(=O)c2ccc(CN3CCC(Cc4ccccc4)CC3)cc2)cc1	-3%	-9%	2%
CN1CCN(C(=O)c2ccc3c(c2)NC(=O)/C(=C/c2ccccc2)S3)CC1	-7%	u	-25%
O=C1C2C3c4ccccc4C(c4ccccc43)C2C(=O)N1CN1CCOCC1 (stereo not drawn)	-14%	u	-1%
N#Cc1cc2c(nc1SCc1cccnc1)CCCCC2	-7%	-24%	u
Cc1oc(S(=O)(=O)N2CCOCC2)cc1C(=O)Nc1ccc(Cl)cc1	11%	16%	2%
CCOc1ccc(N2C(=O)Nc3ccccc3C2(O)C(=O)N2CCN(c3ccccn3)CC2)cc1 (stereo not drawn)	1%	u	0%
CCCNC(=O)NC1CCCc2ccccc21 (stereo not drawn)	1%	-14%	2%
Cc1cc[n+](Cc2ccc([N+](=O)[O-])cc2)cc1	-9%	6%	7%
CCN(CC(=O)Nc1c(F)cccc1F)C(=O)c1ccc(=O)n(Cc2ccccc2)n1	7%	-11%	0%
O=C(Nc1ccccc1O)c1c(O)c2c([nH]c1=O)CCCC2	-25%	u	-8%
Cc1cccc(CN2C(=O)c3ccccc3Sc3ccc(C(=O)NC4CCCCC4)cc32)c1	-2%	-9%	x
COc1cccc(NC(=O)CN(C)CC(=O)c2c(N)n(Cc3ccccc3)c(=O)n(C)c2=O)c1	-4%	-3%	x
Cc1nc(N)nc(COc2ccccc2)n1	-1%	4%	6%
CN(C)c1cc[n+](CC(=O)c2ccc(Br)cc2)cc1	0%	16µM*	-2%
COc1ccc2c(c1)c(C(=O)CN1CCN(Cc3ccccc3)CC1)c(C)n2C	-1%	-16%	-2%
CC1CCCC(NC(=O)COC(=O)c2ccc3c(c2)OCCO3)C1C (stereo not drawn)	-3%	-3%	x
COCCCn1c(C)nnc1-c1cnn(-c2ccccc2)c1N	-6%	0%	1%
Cc1cc(C(=O)CSc2nc3ccccc3c(=O)n2C)c(C)n1Cc1ccc2c(c1)OCO2	1%	5.8µM*	19%
Cc1cc(N(C)C)c(C)cc1/C=C/c1ccnc2ccccc12	-3%	0.79µM*	x
Cc1cc([N+](=O)[O-])ccc1NC(=O)C(C)NC1CCCCC1 (stereo not drawn)	0%	-4%	-4%
COc1cc(CCC(=O)OCC(=O)Nc2ccc(C)cc2Br)cc(OC)c1OC	3%	0%	0%
O=C(NCCc1ccccc1)c1ccc2c(=O)[nH]c3c(C(=O)NCC4CCCO4)sc(=S)n3c2c1 (stereo not drawn)	u	u	8%
CCOc1cccc(C(=O)N(Cc2ccc(N(C)C)cc2)CC2CCCO2)c1 (stereo not drawn)	14%	15µM*	x

Five structures out of the list, ordered by length of the SMILES, highest first.
SMILES	FEN1 inhibitor	TDP1 cell CPT	N370S GC mod
O=C(NCCc1ccccc1)c1ccc2c(=O)[nH]c3c(C(=O)NCC4CCCO4)sc(=S)n3c2c1 (stereo not drawn)	u	u	8%
COc1cccc(NC(=O)CN(C)CC(=O)c2c(N)n(Cc3ccccc3)c(=O)n(C)c2=O)c1	-4%	-3%	x
CCN(CC(=O)Nc1c(F)cccc1F)C(=O)c1ccc(=O)n(Cc2ccccc2)n1	7%	-11%	0%
CCOc1cccc(C(=O)N(Cc2ccc(N(C)C)cc2)CC2CCCO2)c1 (stereo not drawn)	14%	15µM*	x
CN(C)c1cc[n+](CC(=O)c2ccc(Br)cc2)cc1	0%	16µM*	-2%

Structural class, the compounds so far with an NH in an aromatic ring (2)
SMILES	FEN1 inhibitor	TDP1 cell CPT	N370S GC mod
O=C(Nc1ccccc1O)c1c(O)c2c([nH]c1=O)CCCC2	-25%	u	-8%
O=C(NCCc1ccccc1)c1ccc2c(=O)[nH]c3c(C(=O)NCC4CCCO4)sc(=S)n3c2c1 (stereo not drawn)	u	u	8%

One compound at a time (already shown):
OC(c1ccccc1)C1CN(Cc2ccccc2)CCC1(O)c1ccccc1 (stereo not drawn) in the list: FEN1 inhibitor: -1%; TDP1 cell CPT: u; N370S GC mod: 1%
O=C1C2C3c4ccccc4C(c4ccccc43)C2C(=O)N1CN1CCOCC1 (stereo not drawn) in the list: FEN1 inhibitor: -14%; TDP1 cell CPT: u; N370S GC mod: -1%

(further entries)
SMILES	FEN1 inhibitor	TDP1 cell CPT	N370S GC mod
Cc1ccc(CNC(=O)CSc2ccsc2[N+](=O)[O-])cc1	4%	u	-12%
CC(=O)c1cccc(NC(=O)CSc2n[nH]c(=O)n2C2CC2)c1	6%	-5%	x
O=C(CN1C(=O)NC2(CCCc3ccccc32)C1=O)c1ccc(F)cc1 (stereo not drawn)	-14%	-19%	x
CN(C)CCOC(=O)c1sc2ccccc2c1Cl	-6%	-6%	-1%
COC(=O)c1cc(-c2ccc3c(c2)OCO3)nc2ccccc12	2%	-16%	-2%
O=C(Oc1ccc(N(Cc2cccs2)C2=NS(=O)(=O)c3ccccc32)cc1)c1ccc(Cl)cc1	6%	u	7%
O=S(=O)(Oc1ccccc1-c1ccccc1)c1ccccc1	-8%	-30%	x
CCc1noc(C)c1C(=O)N1CCC(CCC(=O)Nc2cccc(OC)c2)CC1	-5%	9.2µM*	1%
CCOc1ccc(C(=O)NC(C(=O)NCC(c2cccs2)N(C)C)C(C)C)cc1 (stereo not drawn)	-12%	-23%	x
COc1ccccc1NC(=O)c1cc2c(=O)n(Cc3cccs3)ccc2nc1C	-5%	u	x
CC(=O)c1c(C(C)=O)c(C)n(-c2nc(-c3ccc(Br)cc3)c(C)s2)c1C	-22%	18µM*	-19%
CC1(c2ccc(Cl)cc2Cl)NC(=O)N(CC(=O)NC2CCCCC2)C1=O (stereo not drawn)	-2%	u	x
CCCCNC(=O)Cn1cnc2sc(C(=O)OCC)c(C)c2c1=O	9%	3%	6%
CCOC(=O)C(NC(=O)CCl)(Nc1sc(C)c(CC)c1C#N)C(F)(F)F (stereo not drawn)	-8%	u	-3%
CCc1noc(C)c1C(=O)NCCc1ccc(OC)c(OC)c1	-16%	-20%	3%
O=C(Nc1ccc(N2CCOCC2)cc1)c1ccc(S(=O)(=O)N2CCCCC2)cc1	-2%	-13%	2%
O=C(NCCc1ccc(Cl)cc1)C1CCN(C(=O)c2ccc(F)cc2)CC1	4%	u	2%
Cc1cccc(-c2oc3ccccc3c2C#CCCO)c1	-3%	u	0%
COc1ccc(S(=O)(=O)NCC2CCCO2)cc1NC(=O)c1ccccc1 (stereo not drawn)	-3%	-17%	-10%
COc1cc2c(cc1OC)CN(c1nc(CN3CCOCC3)nc3sc4c(c13)CCC(C)C4)CC2 (stereo not drawn)	u	12µM*	-13%
C=CCOC(=O)C1=C(C)NC(SCC(=O)Nc2nccs2)=C(C#N)C1c1cccs1 (stereo not drawn)	-14%	u	6%
O=C(Nc1ncc(S(=O)(=O)c2ccc([N+](=O)[O-])cc2)s1)c1cccc2ccccc12	-1%	15µM*	-2%
COc1ccc(-c2cc3cccc(OC)c3oc2=O)cc1	-20%	-10%	-5%
O=C(CN(Cc1ccccc1)C(=O)c1csnn1)NCc1ccc2c(c1)OCO2	0%	2%	-7%
COc1ccc(C(=O)N2CCC3(CCN(Cc4ccc(C#N)cc4)CC3)CC2)cc1	x	u	-10%
CC(/C=C/c1cccc(Oc2ccc(F)cc2)c1)N(O)C(N)=O (stereo not drawn)	-2%[57.1 µM]	u	-10%&-1%
CCOC(=O)N1CCN(c2ncnc3c2[nH]c2ccc(OC)cc23)CC1	-22%	u	2%
CCCN(CCC)S(=O)(=O)c1cc2c3c(c1)CCN3C(=O)CC2	-14%	-15%	-3%
COc1ccccc1/C=C/C(=O)NC(=S)Nc1ccccn1	6%	-3%	-23%
CC1(c2ccc(OC(F)F)cc2)NC(=O)N(CC(=O)Nc2ccc3[nH]c(=O)[nH]c3c2)C1=O (stereo not drawn)	-2%	-2%	-5%
CCCCCCCCCCN(CCCCCCCCCC)c1ccc(/C=C/c2ccnc3ccccc23)cc1	3%	-24%	x
CC(C)=N/N=C1/NC(=O)C(Cc2ccccc2)S1 (stereo not drawn)	14%	8%	-14%
CC(CC12CC3CC(CC(C3)C1)C2)NCc1ccccc1O (stereo not drawn)	0%	15µM*	u
Oc1ccccc1CN1CCC(C(O)(c2ccccc2)c2ccccc2)CC1	-17%	-14%	-18%
O=C(N/N=C/c1ccc2c(c1)OCO2)c1ccc(Br)o1	u	-15%	11%
CCOC(=O)c1ccc(NC(=O)c2ccc(NS(C)(=O)=O)cc2)cc1	-7%	u	6%
O=C1c2ccccc2NC2(CCCC2)N1O	-11%	-29%	0%
O=C(NCC1CCCO1)c1cn(-c2ccccc2)nc1-c1ccccc1 (stereo not drawn)	-6%	-10%	-1%
CC(Sc1ccc2ccccc2c1)C(=O)NC(N)=O (stereo not drawn)	-3%	-15%	0%
COc1ccc([N+](=O)[O-])cc1NC(=O)CSCc1ccccc1C	-15%	u	8%
CN1c2ccccc2Oc2nnc(Cl)cc21	-1%	8%	6%
COc1ccccc1Nc1cc(C)nc2c(C)ccc([N+](=O)[O-])c12	-13%	-24%	8%
COc1cc(CNCc2ccccn2)ccc1OCc1ccc(Cl)cc1Cl	0%	u	-12%
Cc1nn(CC(=O)c2cccc(Cl)c2)c(C)c1[N+](=O)[O-]	-2%	2%	-12%
CC1CCCCC1NC(=O)CSc1nnc(-c2ccccc2)n1N (stereo not drawn)	0%	-3%	1%
CCC(Oc1ccc(Br)cc1Cl)C(=O)Nc1nnc(C2CC2)s1 (stereo not drawn)	-6%	-15%	u
COc1ccc(OC)c(/C=N/NC(=O)c2ccncc2)c1	0%	25%	1%
Cn1cccc1C(=O)NC(=O)COC(=O)CNC(=O)c1ccc(Cl)cc1Cl	2%	2%	1%
Cn1cnnc1SCC(=O)Nc1ccc(S(=O)(=O)N2CCCC2)cc1	-7%	1%	4%
CC1(c2nnc(-c3ccc(Cl)cc3)o2)CC(c2cccnc2)=NO1 (stereo not drawn)	-4%	10%	x
CC(C)c1nnc(NC(=O)c2cccs2)s1	-4%	2%	9%
COc1ccccc1NC(=O)Cc1nnc(SCC(=O)NC2CCCCC2)n1C	-6%	5%	-1%
S=C(NCCc1ccccc1)NC1CCC(NC(=S)NCCc2ccccc2)CC1 (stereo not drawn)	-5%	3%	-2%
Cc1ccccc1CSc1cn(CC(=O)N2CCCCCC2)c2ccccc12	4%	u	x
N/C(Cc1ccc(Cl)cc1Cl)=N\OC(=O)c1cccs1	12%	-21%	-2%
C=C1C=C(C(F)F)n2ncc(C(=O)N3CCN(c4ccccc4)CC3)c2N1	-1%	11µM*	x
Cc1cc(Cl)ccc1OCC(=O)OCC(=O)N(CC(C)C)c1c(N)n(Cc2ccccc2)c(=O)[nH]c1=O	-3%	-27%	0%
O=C(NC1=NCCS1)c1ccccc1Br	-4%	4%	x
Cc1ccc(S(=O)(=O)NCC(=O)OCC(=O)NC(=O)c2cccn2C)cc1	-15%	-22%	5%
Cc1nc2c(-c3ccc(F)cc3)c(C)nn2c(C)c1CCC(=O)Nc1ccccc1	-9%	u	0%
Cc1ccc2c(CNCCc3ccccc3)c(C(=O)O)n(Cc3ccccc3C)c2c1	15%	u	x

These rows are one share of the data, so the mix of outcomes need not match the whole.
